EBV gp42 block: blocks Epstein-Barr virus glycoprotein 42 binding; Q1HVG2; AID 1085; 220,000 compounds, 0.42% hits; Fluorescence polarization binding assay, mP read-out; inhibition, % (tested at 21.74 µM); in the data active means inhibition above about 50%
Target sequence (Q1HVG2 whole entry, looked up): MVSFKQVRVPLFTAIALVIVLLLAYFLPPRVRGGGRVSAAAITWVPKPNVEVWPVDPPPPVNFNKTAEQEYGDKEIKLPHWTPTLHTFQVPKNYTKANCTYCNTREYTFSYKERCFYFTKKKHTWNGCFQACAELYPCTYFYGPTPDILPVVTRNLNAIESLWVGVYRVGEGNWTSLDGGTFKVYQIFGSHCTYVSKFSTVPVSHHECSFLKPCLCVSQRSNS
Tb hexokinase: blocks Trypanosoma brucei hexokinase 1 activity; inhibition, % at 10 µM; 220,000 compounds, 0.11% hits; AID 1430; recombinant TbHK1, G6PDH-coupled NADH A340;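 active means inhibition of 50% or more in the single-dose primary screen; inactive means inhibition below 50%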
PPC-1+TRAIL kill: PPC-1 cancer cell killing with TRAIL present; cell killing (% activity), % at 4 µM; AID 1443; 220,000 compounds, 0.41% hits; PPC-1 cells + TRAIL, ATPLite viability luminescence;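 active means cell killing above 50% in the first pass at 4 µM, then a duplicate retest at 5 µM averaging 50% or more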;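 further: plate controls were cells with TRAIL plus DMSO for no effect and medium-only wells lacking cells for full effect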
KCC2 mod: modulators of human KCC2 chloride dependent transport; KCC2 cells, thallium flux FluoZin-2 fluorescence; B-score of Tl+ flux slope (higher = more flux/activation; lower = inhibition) at 10 µM; 190,000 compounds, 2.2% hits;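 active means thallium flux slope and its plate-corrected score both differing from the plate sample mean at a set confidence after two filtering rounds, in either direction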;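 further: slope of fluorescence scaled to starting intensity during 10 to 20 s after thallium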
thrombin 1536: thrombin (human) inhibition. P00734. alpha-thrombin, Boc-VPR-AMC fluorogenic substrate cleavage. inhibition, % at 5 µM. 220,000 compounds, 0.26% hits;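 active means inhibition at or above 40%; inactive means inhibition below 40%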;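 further: 0% = enzyme with no compound and 100% = wells without enzyme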
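System – human alpha-thrombin protein · Reagent – Boc-VPR-AMC substrate, 15 µM final · Compound – 5 µM single dose in 0.2% DMSO · Schedule – reaction at room temperature · Technique – AMC fluorescence at 355 nm excitation and 460 nm emission · Read-out basis – % inhibition relative to enzyme controls and enzyme-free blanks · Control set – no-compound enzyme wells and no-enzyme blanks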
TRPML3 agonist: activates the human TRPML3 channel. activation, % at 3 µM. AID 1448. Q8TDD5. HEK293 TRPML3-YFP, Fluo-8 calcium fluorescence; 100% = the carbachol control signal. 220,000 compounds, 0.29% hits;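 active means activation above its plate's cutoff, the mean activation of the plate's test wells plus 3 SD, cut at about 12% in these data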;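 further: 0% = DMSO only wells and 100% = carbachol wells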
Target sequence (Q8TDD5 whole entry, looked up): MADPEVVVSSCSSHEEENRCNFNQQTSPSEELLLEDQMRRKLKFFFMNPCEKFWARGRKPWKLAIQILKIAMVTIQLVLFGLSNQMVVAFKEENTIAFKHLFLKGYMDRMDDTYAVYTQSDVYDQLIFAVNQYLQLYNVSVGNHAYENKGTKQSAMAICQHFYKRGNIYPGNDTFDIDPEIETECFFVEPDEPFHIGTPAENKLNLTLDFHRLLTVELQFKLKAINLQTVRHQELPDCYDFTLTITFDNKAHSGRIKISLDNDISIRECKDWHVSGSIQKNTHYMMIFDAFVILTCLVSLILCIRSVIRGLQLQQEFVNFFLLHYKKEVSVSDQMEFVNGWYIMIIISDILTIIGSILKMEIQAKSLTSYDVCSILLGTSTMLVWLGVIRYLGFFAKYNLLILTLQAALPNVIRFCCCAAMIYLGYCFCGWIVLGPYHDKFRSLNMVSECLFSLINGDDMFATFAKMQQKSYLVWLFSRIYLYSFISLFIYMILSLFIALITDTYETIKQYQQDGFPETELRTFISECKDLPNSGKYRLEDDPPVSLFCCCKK
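Material: TRPML3-YFP stable HEK293 cells | Dosing: One concentration, 3 µM nominal, 0.3% DMSO | Timing: 125 s total fluorescence read per well | Technique: Fluo-8 calcium dye fluorescence, ex 470-495, em 515-575 nm | Measure: Percent activation from peak-to-basal fluorescence ratio, scaled between DMSO and carbachol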
zfTRPN1 agonist: agonists of zebrafish TRPN1 channel. HEK293 zebrafish TRPN1-YFP, Fluo-8 calcium fluorescence; 100% = response to 87 µM carbachol. activation, % at 3 µM. 220,000 compounds, 0.18% hits. AID 1424;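 active means activation above its plate's cutoff, the mean activation of test wells on that plate plus 3 SD, cut at about 19% in these data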;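 further: 0% = DMSO alone and 100% = 87 µM carbachol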
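System: zebrafish TRPN1-YFP in HEK293 cells / Dosing: 3 µM single point / Timing: dye loading 1 h at 37 °C, then 30 min room temperature / Signal: Fluo-8 calcium fluorescence, excitation 470-495 nm, emission 515-575 nm / Read-out basis: percent activation from peak over basal fluorescence ratio, control-normalized / Control set: high carbachol 87 µM, low DMSO alone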
Furin inhibitor: inhibitors of human furin. purified furin, fluorogenic substrate cleavage. AID 463115. inhibition, % at 30 µM. P09958. 220,000 compounds, 0.061% hits; in the data active means inhibition above about 25%; further: inactives centre near -15
Calpain2 inh: blocks pig calpain II enzyme activity; purified calpain II, fluorogenic peptide substrate, 30 min; inhibition, % at 16 µM; 220,000 compounds, 0.37% hits; AID 1236;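 active means inhibition above about 50%, limit read from the data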
* hit, by the source's call; i = inactive; · = no result given; [ ] = remark or other dose.

SMILES | EBV gp42 block | Tb hexokinase | PPC-1+TRAIL kill | KCC2 mod | thrombin 1536 | TRPML3 agonist | zfTRPN1 agonist | Furin inhibitor | Calpain2 inh
Cc1cc(S(=O)(=O)NCC(C)C)ccc1OCC(=O)N1CCN(Cc2ccccc2)CC1 | -9 | -1 | 14 | · | 2 | 0.7 | 3.5 | -16[20 µM] | 14
CS(=O)(=O)N1CCN(C(=N)N[N+](=O)[O-])CC1 | -16 | -7 | 9 | 0.41 | · | 0.6 | 0.8 | -15 | -28
C(=NC12CN3CN(CN(C3)C1)C2)c1cccnc1 | -3 | 0 | 8 | -0.21 | 0 | 0.6 | 1.6 | -11 | 16
O=c1[nH]c(=O)n(CCc2ccccc2)c(O)c1C=NCCCn1ccnc1 | -9 | 7 | -13 | · | -5 | 0.5 | 0.0 | -23 | -11
O=C1CC(=O)N(c2cccc(Cl)c2)C(=O)N1 | -19 | -4 | 25 | 0.18 | 1 | 0.2 | 0.1 | -19 | -10
CCN1CCN(c2nc([N+](=O)[O-])nn2C)CC1 | -6 | -21 | -2 | 0.43 | -6 | -0.6 | -1.8 | -12 | 18
COc1cc(/C=N/NC(=O)CN2CC(c3ccccc3)CC2=O)ccc1OC(=O)N(C)C (stereo not given) | -2 | -5 | 13 | · | -4 | 0.0 | -0.7 | -19[20 µM] | -10
CC(N)Cc1c[nH]c2ccc(Cl)cc12 (stereo not given) | · | -6 | · | 0.6 | · | 1.1 | 0.4 | -23[20 µM] | ·
O=C(COc1ccc(Cl)cc1)N(c1ccc(Cl)cc1)C1CN2CCC1CC2 (stereo not given) | -14 | 2 | 24 | 0.012 | -4 | 0.7 | 2.5 | -25 | -15
CCCCn1c(O)c(C(CC)=NC(C)c2ccccc2)c(=O)[nH]c1=O (stereo not given) | -5 | 6 | 10 | -1.1 | -17 | -0.8 | -0.1 | -6[20 µM] | 11
CC(NCc1ccc(Cl)cc1)C(O)c1ccccc1 (stereo not given) | -12 | -2 | 12 | · | -2 | 0.3 | -0.1 | -17[20 µM] | -4
C(=N\NC1=NCCCCC1)/c1c[nH]c2ccccc12 | -7 | -51 | 7 | 1.1 | -2 | 0.3 | 2.9 | 7 | 14
CCC(C)n1c(O)c(/C=N/NC(=O)c2ccncc2)c(=O)[nH]c1=S (stereo not given) | -10 | 21 | 33 | 0.25 | -2 | 1.0 | 1.3 | 11 | -48
C=CCc1cc(C=C2C(=O)NC(=O)NC2=O)cc(OC)c1OCc1ccc(C(=O)O)cc1 | 0 | -9 | 2 | -1.1 | 0 | 2.1 | 0.5 | -28 | -43
CNS(=O)(=O)c1ccc(N=Cc2c(O)n(-c3cccc(C)c3)c(=O)[nH]c2=O)cc1 | -9 | -13 | 18 | 0.012 | 1 | 0.0 | 1.0 | -3 | 0
Cc1cc(S(N)(=O)=O)ccc1N=Cc1c(O)n(-c2ccccc2)c(=O)[nH]c1=O | -3 | -6 | 10 | -0.44 | -4 | 1.3 | 0.2 | -1 | -21
COc1ccc(N=Cc2c(O)n(-c3ccc(C)cc3)c(=O)[nH]c2=O)cc1 | -20 | -13 | 9 | -1.1 | -11 | 1.1 | 1.3 | -15 | i
CCc1c(C)nc(N)nc1N1N=C1SCCOc1ccccc1 | -6 | -4 | 15 | -0.52 | -1 | 0.2 | -1.6 | -7 | -5
O=C1NC(=O)C2(Cc3ccccc3N3CCCC32)C(=O)N1Cc1ccccc1 (stereo not given) | -3 | -5 | 5 | -0.78 | 0 | -0.2 | 1.3 | -12 | -30
CC(=O)c1c(O)n(C)c(=S)n(-c2ccccc2)c1=O | -20 | -3 | 6 | · | 3 | 0.4 | 0.3 | -16 | 22
COc1ccc(CCN(C)Cc2c(F)cccc2F)cc1OC | -19 | 1 | 4 | · | -3 | 0.4 | 0.4 | -17 | 15
Cc1ccc(S(=O)(=O)Cc2ccc(C(=O)N3CCC4(CC3)OCCO4)o2)cc1 | -12 | 15 | 7 | 0.53 | -2 | 0.6 | 0.8 | -5[20 µM] | 18
CCOC(=O)N(CC)c1ccc(C(O)(C(=O)OCC)C(F)(F)F)cc1 (stereo not given) | -34 | -4 | -11 | 0.34 | 0 | 0.3 | 0.1 | -11 | -8
CCOC(=O)C1(c2ccccc2)CCN(Cc2cccc(C(=O)O)c2)CC1 | 35 | 2 | 23 | · | 20 | -0.2 | -0.5 | -18 | 1
O=C1/C(=C\c2ccc3c(c2)OCO3)N2CCC1CC2 | 9 | -32 | 4 | -0.064 | -4 | 0.2 | -1.8 | -19[20 µM] | -16

Single records, from the list above. Values in the order: EBV gp42 block | Tb hexokinase | PPC-1+TRAIL kill | KCC2 mod | thrombin 1536 | TRPML3 agonist | zfTRPN1 agonist | Furin inhibitor | Calpain2 inh
`O=C1CC(=O)N(c2cccc(Cl)c2)C(=O)N1` is entered as -19 | -4 | 25 | 0.18 | 1 | 0.2 | 0.1 | -19 | -10
`O=C1/C(=C\c2ccc3c(c2)OCO3)N2CCC1CC2` is entered as 9 | -32 | 4 | -0.064 | -4 | 0.2 | -1.8 | -19[20 µM] | -16
`CCCCn1c(O)c(C(CC)=NC(C)c2ccccc2)c(=O)[nH]c1=O` (stereo not given) is entered as -5 | 6 | 10 | -1.1 | -17 | -0.8 | -0.1 | -6[20 µM] | 11
`CCC(C)n1c(O)c(/C=N/NC(=O)c2ccncc2)c(=O)[nH]c1=S` (stereo not given) is entered as -10 | 21 | 33 | 0.25 | -2 | 1.0 | 1.3 | 11 | -48
`CS(=O)(=O)N1CCN(C(=N)N[N+](=O)[O-])CC1` is entered as -16 | -7 | 9 | 0.41 | · | 0.6 | 0.8 | -15 | -28

The list goes on.
SMILES | EBV gp42 block | Tb hexokinase | PPC-1+TRAIL kill | KCC2 mod | thrombin 1536 | TRPML3 agonist | zfTRPN1 agonist | Furin inhibitor | Calpain2 inh
C=CCn1c(O)c(C(CC)=NC2CC2)c(=O)[nH]c1=O | 6 | -2 | 9 | 0.2 | -2 | 1.0 | 0.6 | -16[20 µM] | 9
CN1CCC(C)(O)C2CCCCC21 (stereo not given) | -11 | 0 | 15 | 0.77 | · | 0.9 | 0.6 | -19 | 6
CN(CC(=O)Nc1ccccc1-c1ccccc1)C1CCCCC1 | -6 | 2 | 4 | -1 | -2 | 1.4 | -2.4 | -17[20 µM] | 15
C1=C(c2c[nH]c3ccccc23)CCNC1 | -23 | 24 | 9 | 0.44 | 1 | 1.8 | 2.6 | -14[20 µM] | -16
C[n+]1c(-c2ccccc2)cc(-c2ccc(Cl)cc2)cc1-c1ccccc1 | -9 | -9 | 24 | 0.028 | -4 | 0.0 | -0.4 | -25 | -227
C=CCn1c(O)c(C(C)=NCCO)c(=O)[nH]c1=O | -19 | -1 | -7 | · | -1 | 1.3 | 2.7 | -19[20 µM] | 3
C=CCC1(CN2CCCC2=O)C(=O)NC(=O)NC1=O | 7 | -1 | 10 | 0.52 | 2 | 0.2 | 1.1 | -6[20 µM] | -3
COCCNC(=O)CN1C(=O)CN=C(c2ccccc2)c2ccccc21 | -4 | -2 | 12 | 1.4 | 4 | -0.5 | 2.2 | 3 | -7
CC1CN=C(Nc2cccc3ccccc23)S1 (stereo not given) | -9 | -4 | 13 | · | 1 | -0.5 | -2.1 | -19 | -32
O=C1NC(=O)C(=Cc2ccc(Oc3ccc([N+](=O)[O-])cc3)cc2)C(=O)N1 | -8 | -13 | -2 | -0.28 | 1 | -0.3 | -2.2 | -22 | 29
CN1CCN(c2ccc(Cl)cc2N)CC1 | -5 | 4 | -1 | · | -2 | 1.8 | 2.5 | -16 | 17
CN(C(=O)c1ccc(Cl)nc1)C1(c2ccccc2Cl)CCCCC1=O (stereo not given) | -11 | -3 | -16 | 0.41 | · | 0.9 | -1.1 | -14 | -6
COC(=NC1CCCCC1)C(O)c1c[nH]c2ccccc12 (stereo not given) | -15 | -2 | 12 | 0.27 | 2 | 0.5 | -0.9 | -6[20 µM] | -1
CN1C2CCC1CC(OC(=O)c1cc(Cl)cc(Cl)c1)C2 (stereo not given) | -14 | 6 | 7 | · | -13 | 1.7 | 1.9 | -21[20 µM] | 21
c1ccc2c(CNC3CCCCC3)c[nH]c2c1 | -5 | 1 | -4 | -5.1* | -5 | 0.5 | -0.4 | 0[20 µM] | -27
Cc1cc(C=O)c(C)n1CC1CCCO1 (stereo not given) | 11 | 3 | 2 | 0.042 | -5 | 1.0 | 0.1 | -12[20 µM] | 29
CCc1c(C)nc(N)nc1N1N=C1SCC#N | -5 | -3 | -9 | · | 0 | 0.2 | 0.4 | -4[20 µM] | 15
CC(=O)c1c(C)n(CCCOC(C)C)c2ccc(O)cc12 | -4 | -11 | -14 | 0.078 | 37 | 0.0 | -0.4 | -17[20 µM] | 10
O=C1NC(=O)C(=Cc2cn(CCOc3ccc4c(c3)OCO4)c3ccccc23)C(=O)N1 | 17 | 5 | -25 | -1.1 | -5 | 0.6 | 0.7 | -17[20 µM] | -11
CN(C)c1ccc(/C=C/C=C/c2sc3ccccc3[n+]2C)cc1 | -14 | -8 | 45 | 0.099 | -2 | 0.2 | 1.9 | -17 | -9
CCNc1cc(N2CCNCC2)ccc1[N+](=O)[O-] | 0 | -1 | 18 | -0.8 | 34 | -0.2 | -0.4 | 10 | 18
O=[N+]([O-])c1ccc(N2CCCCC2)c2ncccc12 | -20 | 2 | 7 | -0.098 | -3 | 0.5 | -2.1 | -12 | 4
O=C(NC(C(Cl)Cl)N1CCOCC1)c1ccccc1 (stereo not given) | -7 | 2 | 16 | 1.4 | 3 | 0.6 | 3.6 | -24 | -24
CC(c1ccccc1F)n1cc(C(=O)Nc2ccc3nc[nH]c3c2)nn1 (stereo not given) | -6 | -6 | -17 | · | -8 | -0.2 | 1.8 | -7 | 11
Fc1ccc(N2CCN(Cc3ccc4c(c3)OCO4)CC2)cc1 | -4 | -7 | 2 | 2.6 | 2 | 0.2 | 0.3 | -14 | 25
O=c1[nH]c(=S)n(CCC2=CCCCC2)c(O)c1/C=N/Nc1ccccc1 | -19 | -2 | 3 | 0.21 | 6 | -0.7 | 0.5 | -23 | -15
CCOC(=O)C(O)(c1ccc(N=c2ccccn2C)cc1)C(F)(F)F (stereo not given) | -30 | -5 | -10 | 0.33 | -14 | 0.7 | 0.6 | -12 | 3

By substructure, the entries above containing a nitro group on carbon.
SMILES | EBV gp42 block | Tb hexokinase | PPC-1+TRAIL kill | KCC2 mod | thrombin 1536 | TRPML3 agonist | zfTRPN1 agonist | Furin inhibitor | Calpain2 inh
CCN1CCN(c2nc([N+](=O)[O-])nn2C)CC1 | -6 | -21 | -2 | 0.43 | -6 | -0.6 | -1.8 | -12 | 18
O=C1NC(=O)C(=Cc2ccc(Oc3ccc([N+](=O)[O-])cc3)cc2)C(=O)N1 | -8 | -13 | -2 | -0.28 | 1 | -0.3 | -2.2 | -22 | 29
CCNc1cc(N2CCNCC2)ccc1[N+](=O)[O-] | 0 | -1 | 18 | -0.8 | 34 | -0.2 | -0.4 | 10 | 18
O=[N+]([O-])c1ccc(N2CCCCC2)c2ncccc12 | -20 | 2 | 7 | -0.098 | -3 | 0.5 | -2.1 | -12 | 4

The list is partial; the hit share may differ from the screen's.
